MIN6 prolif: inducers of MIN6 beta-cell proliferation, primary screen, ATP luminescence, uHTS. MIN6 cells proliferation, ATPlite luminescence, 48 h; cells starved in 0.2% serum; 100% = growth in 10% serum. proliferation, % at 10 µM. 330,000 tested, 0.29% active. AID 2380, 2010;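 active = compounds whose signal lies at least 3.5 SD above the mean of all wells on their plate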;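 also: 0% = DMSO-treated cells in low-serum medium and 100% = 10% serum control; some compounds called inactive have numbers as strong as hits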
hIAP block: human IAP inhibitors, primary screen, biochemical, luminescence, uHTS; purified IAP, CDP-Star luminescence, 30 min; inhibition, % at 10 µM; 330,000 tested, 0.12% active; AID 2544, 2010;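 active = inhibition reaching a set limit with compound at 10 µM in the primary screen, cut at about 35% in these data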;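 also: plate controls were DMSO wells with enzyme for no effect and no-enzyme buffer wells for full effect; values of inactives mirror those of a sister screen read the other way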
Target sequence (P09923 whole entry, looked up): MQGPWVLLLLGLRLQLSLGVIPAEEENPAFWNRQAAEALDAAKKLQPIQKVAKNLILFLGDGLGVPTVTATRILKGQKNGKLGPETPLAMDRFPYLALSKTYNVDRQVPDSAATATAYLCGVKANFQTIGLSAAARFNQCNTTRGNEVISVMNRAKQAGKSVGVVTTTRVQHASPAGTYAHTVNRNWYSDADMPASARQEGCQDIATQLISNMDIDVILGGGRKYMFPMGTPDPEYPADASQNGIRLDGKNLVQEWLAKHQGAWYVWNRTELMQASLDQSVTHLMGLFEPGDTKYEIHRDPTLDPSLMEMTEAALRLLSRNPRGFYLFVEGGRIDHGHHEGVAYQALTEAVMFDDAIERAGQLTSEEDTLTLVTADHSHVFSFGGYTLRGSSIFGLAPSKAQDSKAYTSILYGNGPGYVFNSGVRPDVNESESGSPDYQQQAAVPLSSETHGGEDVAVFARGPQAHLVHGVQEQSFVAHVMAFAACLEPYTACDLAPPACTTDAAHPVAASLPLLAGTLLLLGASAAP
hIAP act: human IAP activators, primary screen, biochemical, luminescence, uHTS | activation factor at 10 µM | 330,000 tested, 0.16% active | Intestinal-type alkaline phosphatase (Homo sapiens), P09923 | purified human IAP, CDP-Star luminescence, 30 min; active compounds read high; 1 = vehicle-only enzyme, 0 = enzyme-free background | AID 2524, 2010;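 active = activation factor of the enzyme at least 2-fold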; also: the source names both 10 and 20 µM as test concentration; values of inactives mirror those of a sister screen read the other way
APOBEC3G inh: APOBEC3G DNA deaminase inhibitors, primary screen, biochemical, fluorescence, single-stranded DNA substrate, uHTS; DNA dC->dU-editing enzyme APOBEC-3G (Homo sapiens), Q9HC16; recombinant A3G, ssDNA deamination FAM/TAMRA fluorescence; inhibition, % at 20 µM; 330,000 tested, 0.28% active;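 active = inhibition of at least 40% at 20 µM, with no more than 30% in the related APOBEC3A deaminase screen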;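 also: plate controls were DMSO wells with A3G for no effect and wells lacking A3G enzyme for full effect; some compounds called inactive have numbers as strong as hits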
Target sequence (Q9HC16 whole entry, looked up): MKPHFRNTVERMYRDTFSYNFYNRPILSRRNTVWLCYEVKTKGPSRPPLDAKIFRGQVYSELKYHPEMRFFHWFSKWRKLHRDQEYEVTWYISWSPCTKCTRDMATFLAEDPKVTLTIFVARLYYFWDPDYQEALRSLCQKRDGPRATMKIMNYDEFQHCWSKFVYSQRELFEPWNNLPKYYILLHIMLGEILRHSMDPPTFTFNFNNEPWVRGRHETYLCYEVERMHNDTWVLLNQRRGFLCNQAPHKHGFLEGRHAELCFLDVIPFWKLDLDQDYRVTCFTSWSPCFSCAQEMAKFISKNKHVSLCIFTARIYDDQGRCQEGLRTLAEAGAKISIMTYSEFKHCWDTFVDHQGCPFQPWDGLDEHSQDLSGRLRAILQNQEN
A3A deaminase: APOBEC3A ssDNA deaminase inhibitors, primary screen, selectivity assay for APOBEC3G inhibitor project, biochemical, FAM/TAMRA oligo cleavage fluorescence. DNA dC->dU-editing enzyme APOBEC-3A (Homo sapiens), P31941. recombinant A3A, FAM/TAMRA ssDNA deamination fluorescence. inhibition, % at 20 µM. 330,000 tested, 0.41% active. AID 493011, 2011;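 active = at least 40% inhibition at 20 µM here, with at most 30% in a related deaminase screen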;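 also: plate controls were A3A with DMSO for no effect and wells lacking A3A enzyme for full effect; some results filed as inactive read as strong as hits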
SENP1 inh: human SENP1 catalytic domain inhibitors, primary screen, biochemical, FRET, uHTS; Sentrin-specific protease 1 (Homo sapiens), Q9P0U3; recombinant SENP1 catalytic domain, CyPet-SUMO1-YPet FRET cleavage; inhibition, % at 10 µM; 360,000 tested, 0.21% active;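 active = inhibition at least 30% at 10 µM, raw YFP signal under a set limit, fluorescence ratio 0.5 to 1.5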;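 also: 0% = enzyme with DMSO and 100% = no enzyme wells; some results filed as inactive read as strong as hits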
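Assay system – human recombinant His6-tagged SENP1 catalytic domain enzyme · Input – SENP1 enzyme, 20 pM final · Buffer or medium – Tris pH 8 buffer plus EDTA, NaCl, BME, BSA, NP40, catalase · Schedule – 50 min reaction at room temperature · Technique – FRET read of cyan and yellow fluorescence · Control set – no-enzyme wells low, DMSO-plus-enzyme wells high control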
mIAP inh: inhibitors of mouse IAP, primary screen, biochemical, luminescence, uHTS; intestinal alkaline phosphatase [Mus musculus]; purified mouse IAP, CDP-Star luminescence, 30 min; inhibition, % at 10 µM; 330,000 tested, 0.2% active; AID 2806, 2010;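 active = inhibition of at least 40% at 10 µM in the primary screen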;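 also: plate controls were DMSO with enzyme for no effect and no enzyme wells for full effect; values of inactives mirror those of a sister screen read the other way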
NALP3 yeast inh: NALP3 inflammasome inhibitors in reconstituted yeast, primary screen, luminescence, uHTS | Yeast reconstituted NLRP3/ASC/caspase-1, beta-gal luminescence, 24 h | inhibition, % at 10 µM | 330,000 tested, 0.39% active | AID 2825, 2010;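 active = inhibition of 50% or more; inactive = inhibition below 50%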;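 also: plate controls were induced DMSO wells for no effect and uninduced yeast grown without galactose for full effect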
mIAP act: activators of mouse IAP, primary screen, biochemical, luminescence, uHTS; muIAP, CDP-Star luminescence, 30 min; active compounds read high; 1 = vehicle-only enzyme signal, 0 = enzyme-free wells; activation factor at 10 µM; 330,000 tested, 0.24% active;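 active = activation factor of at least 2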; also: the source names both 10 and 20 µM as test concentration; values of inactives mirror those of a sister screen read the other way
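Assay system: mouse IAP enzyme; Reagent: CDP-Star chemiluminescent phosphatase substrate; Compound: DMSO-dissolved test compounds; Incubation: 30 min, room temperature; Technique: luminescence from enzymatic CDP-Star hydrolysis; Controls: DMSO-only wells and no-enzyme negative control.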
Numbers without * were called inactive; nt = not tested or not shown. Some of the compounds tested, so the mix of outcomes need not match the whole.

1) CCCNC(=O)C(Cc1ccc(Cl)cc1)NC(=O)c1ccc(C#N)cc1 (configuration not stated)
2) CC1(c2nnc(-c3ccccc3)o2)CC(c2ccccc2)=NO1 (configuration not stated)
3) Cc1ccc(C(=O)CCC(=O)NN2C(=O)NC3(CCCCC3)C2=O)cc1
4) O=c1c2c(C(F)(F)F)cc(C(F)(F)F)nc2[nH]n1-c1ccccc1
5) FC(F)(F)C1=CC(c2ccccc2)=NCCN1
6) CCN1CCN(C(=O)C2CCN(Cc3cc(Cl)ccc3O)CC2)CC1
7) CC(=O)N1c2ccc(S(=O)(=O)N3CCCC(C(=O)NCc4ccccc4)C3)cc2CC1C (configuration not stated)
8) CCS(=O)(=O)c1ccc2oc(SCC(=O)N3c4ccccc4CC3C)nc2c1 (configuration not stated)
9) O=C(COc1ccc(Br)cc1F)NCC1(N2CCCCC2)CCCCC1
10) Cc1cccc(C)c1NC(=S)N1CCCN(C)CC1

assay / compound	1	2	3	4	5	6	7	8	9	10
MIN6 prolif	-2	2	-2	-1	-1	-2	-3	1	-4	0
hIAP block	16	12	-8	2	2	10	20	25	-1	3
hIAP act	0.84	0.88	1.1	0.98	0.98	0.9	0.81	0.75	1	0.97
APOBEC3G inh	-10	0	5	-3	-8	-2	3	-4	-4	-6
A3A deaminase	-1	2	1	-2	1	0	1	1	-2	-1
SENP1 inh	0	2	-1	0	3	2	0	1	1	1
mIAP inh	-1	1	-3	5	-5	2	6	7	-3	-1
NALP3 yeast inh	0	40	13	6	3	9	9	-1	-2	3
mIAP act	1	0.99	1	0.95	1.1	0.98	0.94	0.93	1	1

11) COc1ccc2oc(C(=O)OCC(=O)Nc3cc(S(=O)(=O)N4CCOCC4)ccc3OC)c(C)c2c1
12) COCc1[nH]nc2c1C(c1c(F)cccc1Cl)C(C#N)=C(N)O2 (configuration not stated)
13) CS(=O)(=O)c1ccc(Cl)c(NC(=O)COC(=O)c2ccc(-n3cnnn3)cc2)c1
14) Cc1cc(C)c(S(=O)(=O)/N=C2\C=C(Nc3ccc(C(=O)O)cc3)C(=O)c3ccccc32)c(C)c1
15) Cc1ccccc1CN(CC1CCC(C(=O)O)CC1)C(=S)Nc1ccccc1F (configuration not stated)
16) Cn1c(=O)n(Cc2ccc(Cl)cc2)c(=O)c2c1nc1n2CCN1Cc1ccco1
17) Cn1c(SCc2n[nH]c(=S)o2)nnc1-c1ccccc1
18) CCOC(=O)c1cccnc1SCC(=O)NCc1ccccc1
19) COC(=O)CC1C(=O)NCCN1C(=O)Nc1cccc(Cl)c1 (configuration not stated)
20) NC(=O)C1CCN(C(=O)c2ccc3ccccc3c2)CC1

assay / compound	11	12	13	14	15	16	17	18	19	20
MIN6 prolif	-2	0	0	-4	-3	-3	0	-1	2	-3
hIAP block	-17	-28	-1	8	-3	6	0	-14	-10	4
hIAP act	1.2	1.3	1	0.93	1	0.94	1	1.1	1.1	0.96
APOBEC3G inh	-5	-8	-7	0	-4	0	-9	-5	-7	-15
A3A deaminase	-1	-3	-2	11	-1	0	-4	-2	-2	-5
SENP1 inh	-11	-1	5	-1	1	-1	0	1	2	0
mIAP inh	-2	-4	-1	16	0	1	8	-2	5	9
NALP3 yeast inh	10	7	22	28	25	21	-1	18	12	31
mIAP act	1	1	1	0.84	1	0.99	0.92	1	0.95	0.91

21) O=C1CCC(=O)N1c1nc2n(n1)C(c1ccccc1)C=C(c1ccc(Br)cc1)N2 (configuration not stated)
22) N/C(=N\OC(=O)/C=C/c1ccccc1)c1ccc(Br)cc1
23) CCOC(=O)c1ccccc1NS(=O)(=O)c1ccccc1
24) Cc1ccc(S(=O)(=O)N2CCCCC2)cc1C(=O)N(C)CC(=O)Nc1ccc(Cl)c(C(F)(F)F)c1
25) CN(CC(=O)NCc1ccc(F)cc1)S(=O)(=O)c1ccc(Br)s1
26) CCOC(=O)CCSc1nc(C)c2cc(C)ccc2n1
27) CCOC(=O)CSc1cc(CSc2ccccc2)nc(-c2ccccc2)n1
28) CC1(OC(=O)c2ccco2)C(=O)C=C2C=C(c3ccsc3)OC=C2C1=O (configuration not stated)
29) C/C(=N\NC(=O)c1ccc(COc2ccccc2)cc1)c1ccncc1
30) COc1cc2c(cc1OC)CN(CC(=O)Nc1ccccc1SC)CC2

assay / compound	21	22	23	24	25	26	27	28	29	30
MIN6 prolif	2	-2	3	-5	0	0	-3	-2	4	0
hIAP block	-19	4	15	-34	7	12	7	14	16	4
hIAP act	1.2	0.96	0.85	1.3	0.93	0.88	0.93	0.85	0.84	0.96
APOBEC3G inh	-7	3	-6	-5	0	-2	-7	15	-4	6
A3A deaminase	-6	0	-1	9	3	4	-4	39	-5	1
SENP1 inh	-29	2	1	0	3	1	3	nt	2	-8
mIAP inh	-7	0	2	-37	-3	-2	11	21	-3	-11
NALP3 yeast inh	9	5	-78	13	21	42	13	6	-6	7
mIAP act	1.1	0.99	0.97	1.4	1	1	0.89	0.79	1	1.1

31) Oc1ccc(-c2csc(Nc3ccccn3)n2)c(O)c1
32) Cc1ccccc1NC(=O)/C(C#N)=C\c1cc(C)n(-c2ccc(C(=O)O)cc2)c1C
33) CC1(C(=O)N2CC3(CC(c4cccc(NC(=O)CC(c5ccccc5)c5ccccc5)c4)=NO3)C[C@@H]2C(N)=O)CC1 (some centres not stated)
34) Cc1ccc(C(=O)Nc2cnc3sc(C)nn3c2=O)cc1
35) CCC(COC(=O)Nc1cccc(C)c1)NC(=O)OCC(C)C (configuration not stated)
36) CCOC(=O)COc1cc(-n2c(=S)[nH]c3cc(OC)c(OC)cc3c2=O)c(Cl)cc1Cl
37) CCCCn1c(=O)[nH]c(=O)c2c1nc(-c1ccc(C#N)cc1)n2C1CCCC1
38) CCSc1nc(-c2ccc(OC)cc2)cc(-c2ccccc2)c1C#N
39) O=C(COc1ccc(S(=O)(=O)N2CCOCC2)cc1Cl)NC1CCCCC1
40) CCN(CC)S(=O)(=O)c1cc(NC(=O)COc2ccc(C#N)cc2OC)ccc1C

assay / compound	31	32	33	34	35	36	37	38	39	40
MIN6 prolif	-5	1	0	-2	-1	-2	-3	-6	-5	0
hIAP block	-4	7	10	-4	-20	7	-6	-8	-11	10
hIAP act	1	0.93	0.9	1	1.2	0.93	1.1	1.1	1.1	0.9
APOBEC3G inh	-10	-2	-12	-7	26	-6	-6	-5	10	-5
A3A deaminase	-3	10	-2	1	2	-2	-4	3	2	0
SENP1 inh	4	-27	-1	1	-2	-1	-27	1	2	-1
mIAP inh	29	17	-78	3	-3	16	6	2	-7	-15
NALP3 yeast inh	9	7	16	13	25	-4	4	11	7	14
mIAP act	0.71	0.83	1.8	0.97	1	0.83	0.94	0.98	1.1	1.1

41) O=C(c1cccc(S(=O)(=O)N2CCCC2)c1)N(Cc1ccco1)C1CCS(=O)(=O)C1 (configuration not stated)
42) Cc1ccc(C(=O)N/C(=C\c2ccc(F)cc2)C(=O)NCc2ccncc2)cc1
43) O=C1[C@H]2[C@H]3[C@H](O)[C@H](O)C/C(=N\OC[C@@H](O)COCc4ccco4)[C@@H]3CC[C@H]2C(=O)N1c1ccc(F)cc1F
44) CC(=O)c1ccc(NC(=S)NC(C)CCc2ccccc2)cc1 (configuration not stated)
45) CC(On1nnc2ccc(S(=O)(=O)N3CCOCC3)cc21)C(=O)Nc1ccccc1F (configuration not stated)
46) O=C(Cc1ccsc1)Nc1ccc(S(=O)(=O)C(F)F)cc1
47) Cc1ccc2nc(N(CCN(C)C)C(=O)c3ccc4ccccc4c3)sc2c1
48) COc1ccc(NC(=O)C(c2ccc(C)cc2)N(C)C(=O)c2ccc(=O)[nH]c2)cc1 (configuration not stated)
49) O=C(CSc1ccc2c(c1)OCCO2)Nc1ccc(Br)cc1
50) COc1ccc(CCN2CC(C(=O)NCC3(O)CCCCC3)CCC2=O)cc1 (configuration not stated)

assay / compound	41	42	43	44	45	46	47	48	49	50
MIN6 prolif	-2	-3	4	-3	0	5	0	0	0	4
hIAP block	0	2	-8	11	-2	1	-21	-18	-31	-21
hIAP act	1	0.98	1.1	0.89	1	0.99	1.2	1.2	1.3	1.2
APOBEC3G inh	-6	4	0	-3	-1	-6	-2	-3	-2	-4
A3A deaminase	9	2	2	0	-2	0	-2	0	1	4
SENP1 inh	2	4	nt	3	1	2	2	3	3	2
mIAP inh	2	-5	-1	-14	9	3	2	-8	-34	-1
NALP3 yeast inh	19	-4	16	6	17	-1	27	2	45	5
mIAP act	0.98	1	1	1.1	0.91	0.97	0.98	1.1	1.3	1

Four of the compounds above, with values under each structure:
Results follow in this order: MIN6 prolif	hIAP block	hIAP act	APOBEC3G inh	A3A deaminase	SENP1 inh	mIAP inh	NALP3 yeast inh	mIAP act
42. Cc1ccc(C(=O)N/C(=C\c2ccc(F)cc2)C(=O)NCc2ccncc2)cc1
→ -3	2	0.98	4	2	4	-5	-4	1
43. O=C1[C@H]2[C@H]3[C@H](O)[C@H](O)C/C(=N\OC[C@@H](O)COCc4ccco4)[C@@H]3CC[C@H]2C(=O)N1c1ccc(F)cc1F
→ 4	-8	1.1	0	2	nt	-1	16	1
44. CC(=O)c1ccc(NC(=S)NC(C)CCc2ccccc2)cc1 (configuration not stated)
→ -3	11	0.89	-3	0	3	-14	6	1.1
45. CC(On1nnc2ccc(S(=O)(=O)N3CCOCC3)cc21)C(=O)Nc1ccccc1F (configuration not stated)
→ 0	-2	1	-1	-2	1	9	17	0.91

Next section
51) CCS(=O)(=O)c1ncc(CO)n1CCc1ccccc1
52) O=S(=O)(Nc1nc2ccccc2nc1NCC1CCCO1)c1cc(Cl)ccc1Cl (configuration not stated)
53) O=C(Nc1ccc(Cl)cn1)C1CCCN1S(=O)(=O)c1ccccc1 (configuration not stated)
54) O=C(CCN1C(=O)c2cccc3cccc(c23)C1=O)N1CCN(c2ccccc2F)CC1
55) O=C(Cc1cccs1)Nc1nc2ccccc2s1

assay / compound	51	52	53	54	55
MIN6 prolif	-1	0	-3	0	4
hIAP block	16	7	1	-11	8
hIAP act	0.84	0.93	0.99	1.1	0.92
APOBEC3G inh	-3	-5	-3	1	13
A3A deaminase	-1	-2	-1	2	1
SENP1 inh	0	-1	3	2	0
mIAP inh	1	13	8	0	-2
NALP3 yeast inh	12	2	10	10	39
mIAP act	0.99	0.87	0.92	0.99	1

Bioassay records as filed in PubChem.
